Bioassay records: PubChem, several laboratories
GSK3 alpha inh: blockers of GSK3A enzyme activity – biochemical, luminescence, cell-free homogeneous, HTS, primary screen | actives 0.1% (n = 320,000) | inhibition, % at 10 µM | GSK-3 alpha kinase, ADP-Glo luminescence, 60 min | Glycogen synthase kinase-3 alpha (Homo sapiens), P49840;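 in the data active means inhibition above about 50%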;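 further: GST-tagged GSK-3 alpha with peptide substrate and 25 µM ATP; 0% = DMSO neutral wells and 100% = GW8510 positive control wells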
Target sequence (P49840 whole entry, looked up): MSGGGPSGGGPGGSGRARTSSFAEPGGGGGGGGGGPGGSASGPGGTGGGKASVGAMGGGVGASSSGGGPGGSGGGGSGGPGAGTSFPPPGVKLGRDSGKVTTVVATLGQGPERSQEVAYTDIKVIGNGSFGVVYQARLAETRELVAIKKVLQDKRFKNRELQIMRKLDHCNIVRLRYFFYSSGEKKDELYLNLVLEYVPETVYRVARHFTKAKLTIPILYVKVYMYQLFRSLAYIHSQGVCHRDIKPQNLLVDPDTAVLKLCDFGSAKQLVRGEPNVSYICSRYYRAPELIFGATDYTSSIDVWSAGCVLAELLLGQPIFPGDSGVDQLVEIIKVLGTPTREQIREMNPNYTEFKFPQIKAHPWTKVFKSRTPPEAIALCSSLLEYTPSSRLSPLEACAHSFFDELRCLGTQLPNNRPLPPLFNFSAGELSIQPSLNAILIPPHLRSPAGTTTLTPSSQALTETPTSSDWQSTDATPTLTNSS
IEC-6 cytotox: cytotoxicity in IEC-6 intestinal epithelial cells, primary screen, cytotoxicity control for KLF5 inhibitor project, cell-based, luminescence; IEC-6 cytotoxicity, luminescence viability; inhibition, % at 5 µM; actives 0.78% (n = 290,000); AID 1825, 2009; in the data active means inhibition above about 22%;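 further: 0% = plate median of test compound wells and 100% = cytotoxic reference compound wells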
HSP90 refold inh: HSP90 inhibitors, primary screen, cell lysate, luminescence | Rabbit reticulocyte lysate, luciferase refolding luminescence, 3 h | inhibition, % at 5.6 µM | actives 0.91% (n = 290,000) | AID 1789, 2009;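 active means inhibition above the screen-wide mean plus 3 SD, computed separately per campaign, cut at about 16% in these data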;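 further: 0% = DMSO wells and 100% = 60 µM geldanamycin wells; inhibitors lower the luminescence because luciferase stays unfolded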
HIF activator: HIF pathway transcriptional activators, primary screen, cell-based, U2OS HRE-luciferase, luminescence; activation, % at 7.5 µM (by protocol); actives 0.32% (n = 300,000); U2OS HRE-luciferase reporter; normalized: DMSO 0%, desferrioxamine 100%; AID 1910, 2009;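 active means mean activation of at least 10% of the iron chelator positive control signal, with at least half of replicates also reaching 10%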
aSyn 5UTR inh: MLPCN primary screen, SNCA 5' untranslated region; alpha-synuclein 5'UTR reporter, inhibitor activity; inhibition, % (tested at 7.5 µM); actives 0.82% (n = 300,000); AID 1813, 2009; in the data active means inhibition above about 60%;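 further: H4 neuroglioblastoma cells stably carrying SNCA 5'UTR luciferase fusion; 0% = DMSO wells and 100% = positive control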
HSF1 inh: HSF1 inhibitors in luciferase reporter cells, primary screen, cell-based, NIH3T3, luminescence. NIH3T3-HGL HSE-luciferase, MG132-induced, luminescence 8 h; active compounds read low. activity change, negative = inhibition, % at 7.5 µM (by protocol). actives 0.77% (n = 300,000). AID 2098, 2009;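 active means more than half of replicate wells show activity change below -50%, luminescence cut by over half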;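 further: luciferase reports HSF-1 transcriptional activity via heat shock element; 0% = median of DMSO wells and -100% = zero luminescence signal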
KLF5 inhibitor: KLF5 expression inhibitors, primary screen, DLD-1 cells, luminescence | DLD-1 KLF5 promoter-luciferase reporter | inhibition, % at 5 µM | actives 0.23% (n = 290,000);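 active means inhibition above a per-plate limit of that plate's mean compound inhibition plus 3 SD, cut at about 60% in these data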;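 further: 0% = DMSO wells and 100% = LY294002 at 200 µM; higher means less KLF5 promoter-driven luciferase light; inactives centre near -14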
GSK3beta inhib: human GSK3beta kinase inhibitors, primary screen, biochemical, cell-free homogeneous, HTS; AID 2097, 2009; actives 0.038% (n = 300,000); Glycogen synthase kinase-3 beta (Homo sapiens), P49841; activity score (negative = inhibition), % at 10 µM; GST-GSK3beta kinase, ADP-Glo luminescence, 60 min; active compounds read low;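 active means more than half of replicate wells score below -50%, meaning over 50% inhibition versus plate controls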;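 further: 0% = median DMSO wells and -100% = median GW8510 positive control wells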
Target sequence (P49841 whole entry, looked up): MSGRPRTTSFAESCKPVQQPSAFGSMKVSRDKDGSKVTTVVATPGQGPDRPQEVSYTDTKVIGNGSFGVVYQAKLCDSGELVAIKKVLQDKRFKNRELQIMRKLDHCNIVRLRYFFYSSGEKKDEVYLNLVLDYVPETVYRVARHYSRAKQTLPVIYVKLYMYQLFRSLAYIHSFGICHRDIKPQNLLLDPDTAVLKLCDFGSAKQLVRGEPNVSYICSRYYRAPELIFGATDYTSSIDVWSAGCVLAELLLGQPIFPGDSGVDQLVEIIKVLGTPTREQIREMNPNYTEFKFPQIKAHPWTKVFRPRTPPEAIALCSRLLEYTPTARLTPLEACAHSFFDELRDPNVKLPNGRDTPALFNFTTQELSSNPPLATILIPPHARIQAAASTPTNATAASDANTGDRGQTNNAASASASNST
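test system = GST-tagged human GSK3beta kinase, cell-free | reagent = 25 µM ATP with peptide substrate | dosing = one dose of 10 µM per compound | schedule = 60 min reaction, RT | detection = luminescent ADP-Glo measurement of ADP formed | control set = DMSO neutral wells and GW8510 at 20 µM as positive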
AI-2 QS mod: Vibrio harveyi AI-2 quorum sensing modulators, primary screen, JMH597 strain, luminescence/OD600 ratio; actives 0.4% (n = 300,000); activity change, % at 7.5 µM; Vibrio harveyi JMH597 AI-2 luminescence/OD600 ratio, 9 h; active compounds read low; strain lacks LuxN and CqsS sensors; 0 = neutral-control median; in the data active means activity change below about -75%, passing the limit was not always enough;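 further: luminescence divided by OD600 gain over 9 h not by final OD600 alone; inactives centre near 13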
HSF1 activator: HSF-1 activators, primary screen, NIH3T3-HGL cells, MG132 stress, luminescence, single point. NIH3T3-HGL HSF-1 luciferase reporter, 8 h; 100% = twice DMSO control signal. activation, % at 9 µM. actives 1.7% (n = 300,000). AID 504408, 2011;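 active means mean replicate activation of at least 50% with a set share of replicates each reaching 50%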;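 further: 0% = median of the neutral control wells and 100% = twice that signal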
Starred values were filed as active, the others as inactive; . = no result given.

SMILES	GSK3 alpha inh	IEC-6 cytotox	HSP90 refold inh	HIF activator	aSyn 5UTR inh	HSF1 inh	KLF5 inhibitor	GSK3beta inhib	AI-2 QS mod	HSF1 activator
CSc1nsc2nc(=O)c(/C=C3\C=Nc4ccccc43)c(N)n12	-3	-9	-3	0.0	-49	-1	-55	2	8	-1
O=C(CN(Cc1ccco1)C(=O)CNS(=O)(=O)c1ccccc1)NCc1ccc(F)cc1	3	2	4	-0.3	0	-7	-17	-2	1	6
Cc1cc(Cl)cc(Cl)c1OCCOc1cccc2cccnc12	0	7	6	0.3	9	19	12	1	21	3
CC(C)c1ccccc1OCCCCCN1CCOCC1	1	.	.	-0.1	6	-7	.	1	22	5
Cc1ccc(Nc2nc(N)nc(-c3oc4ccccc4c3C)n2)cc1	-3	83*	-1	8.6	91*	4	58	1	7	21
CC(C)(CC(=O)O)CC(=O)Nc1ccccc1Oc1ccccc1	-4	-1	-1	-0.5	-2	-2	-4	0	17	-14
O=C(NCCCN1CCCC1=O)c1cc(-c2cccnc2)nc2ccc(Cl)cc12	2	-1	28*	-1.0	-17	-5	-19	2	18	18
COc1ccccc1N(CC(=O)NC(C)(C)C)C(=O)Cn1nnc(-c2ccc(C)o2)n1	-3	0	-1	-0.2	1	0	-1	1	19	-6
Cc1sc(NC(=O)C2C3CCC(O3)C2C(=O)O)c(C(=O)OC(C)C)c1-c1ccc(Cl)cc1 (stereo unspecified)	-1	-9	-3	-0.1	-18	-10	-43	2	-7	-1
COc1ccccc1CNCC(=O)NCc1ccc(C)cc1	-3	-4	-2	-0.5	16	19	-6	0	19	4
COc1ccccc1NC(=O)c1c(C)nn(-c2ccccc2)c1Cl	-2	-5	-1	-0.4	-4	2	-61	1	16	4
CCOc1ccc(NC(=O)C2CCCN(c3nn4c(=O)cc(C)nc4s3)C2)cc1 (stereo unspecified)	1	-1	-3	0.2	28	-62*	-13	2	13	-69
Cn1c(=O)n(CCOc2ccccc2Cl)c2ccccc21	-2	2	-2	2.6	-99	10	-48	3	21	20
CCOC(=O)C1=C(C)N(C)C(=O)NC1c1ccccc1OC (stereo unspecified)	-2	-2	-1	-0.2	3	-4	-18	-2	10	-4
CCC(C)N(C(=O)CSc1nc(-c2ccccc2)cs1)C1CCS(=O)(=O)C1 (stereo unspecified)	-1	-7	0	0.2	12	3	-6	-4	35	-9
CCNC(=S)Nc1ccc2c(c1)oc1ccccc12	-2	.	.	2.7	-165	5	.	-8	-43	8
Cc1ccc(NC(=O)CN2CCC(NC(=O)c3ccccc3F)CC2)cc1C	-2	-2	0	-13	3	-7	-17	.	.	-4
CCOCCCN(C)C1CCN(C(=O)c2oc3ccccc3c2NC(=O)Cc2cccc([N+](=O)[O-])c2)CC1	-1	9	-2	0.4	-30	-1	-28	0	28	-11
O=C(Nc1ccccn1)C1CCN(S(=O)(=O)c2ccc3c(c2)OCCCO3)CC1	.	.	.	-0.4	-2	-9	.	-1	9	6
CC1=C(C(N)=O)C(c2cccs2)n2ncnc2N1 (stereo unspecified)	1	-4	-4	-0.1	7	-3	-29	1	14	-19
Cc1nn(C)c(C)c1S(=O)(=O)N1CCCC(C(=O)NC2CCCCC2)C1 (stereo unspecified)	0	-4	-1	-2.2	-12	4	18	1	15	10
Fc1ccc(N2CCN(Cc3cn[nH]c3-c3ccccc3)CC2)cc1	-1	8	4	-0.2	3	0	4	0	24	3
CS/C(=N\N(C)C(N)=O)c1ccccc1	-3	8	1	-0.2	-40	5	3	2	0	4
OCCC1CN(Cc2cnc(N3CCCC3)s2)CCN1Cc1ccccc1 (stereo unspecified)	1	2	2	-0.1	6	-5	-31	6	20	6
CCC1Nc2ncnc(N3CCCCC3)c2N(Cc2ccccc2)C1=O (stereo unspecified)	0	.	.	0.0	22	5	.	-1	27	10
NCCCC[C@H]1CNC(=O)C(=O)N1CCC12CC3CC(CC(C3)C1)C2	-2	.	.	-0.7	-23	-4	.	0	14	-6
CCCC1(C(=O)OC)NC(c2ccc(OC)c(OC)c2)C2C(=O)N(c3ccc4c(c3)OCO4)C(=O)C21 (stereo unspecified)	0	-5	0	0.4	12	3	-20	-2	22	-5
O=C(NS(=O)(=O)c1ccc(Cl)s1)c1ccccc1	4	3	2	-0.2	-8	0	-12	3	22	-2
O=[N+]([O-])c1cccc(OCCN2CCC(Cc3ccccc3)CC2)c1	2	1	7	0.7	-2	1	-9	1	24	-3
Cc1sc2nc(COC(=O)C(NC(=O)c3ccc(Cl)cc3Cl)C(C)C)[nH]c(=O)c2c1C (stereo unspecified)	-14	0	-4	0.0	22	1	-10	-2	46	5
CCc1ccc(NS(=O)(=O)c2c(C)nc3sc(CC)nn3c2=O)cc1	-2	8	2	.	.	.	5	.	.	.
CCn1c(COc2ccccc2C)nnc1SCC(=O)CC(=O)Nc1ccccc1OC	-1	0	-1	0.3	7	1	12	0	17	-14
Cc1ccccc1CSc1nc(-c2ccccc2)cc(=O)[nH]1	7	-1	2	-0.4	37	4	-12	-3	4	-11
CC1CCc2c(sc3nc(C(C)(C)C)nc(N4CCN(C(=O)CCl)CC4)c23)C1 (stereo unspecified)	-1	-5	5	0.2	45	-5	-36	-3	5	-4
COc1ccc(S(=O)(=O)n2oc(=O)cc2-c2ccccc2)cc1	-2	-3	3	-1.1	-17	2	-12	3	20	-16
COc1ccc(NC(=O)CN(Cc2ccccc2)S(C)(=O)=O)cc1OC	1	-3	-4	-0.1	-9	-5	-16	7	6	5
COC(=O)c1coc(-c2ccc(C)cc2)c1C(=O)OC	3	-4	-1	1.4	-33	0	-17	-3	17	12
CCn1cc(C2N3CC4(C)CN2CC(C)(C3)C4=O)c2ccccc21 (stereo unspecified)	10	2	-2	0.1	-7	0	-18	4	5	-20
CCOc1ccc(-c2noc(=O)[nH]2)cc1	-2	-5	-1	-14	4	-12	-29	3	48	-9
COc1ccc(C(=O)N/C(=C\c2ccccc2)C(=O)Nc2cccc(C(=O)O)c2)cc1	-3	-1	2	-0.1	5	-9	-14	5	16	2
NS(=O)(=O)c1ccc(O)c(NC(=O)c2ccc([N+](=O)[O-])o2)c1	4	-2	1	0.3	-62	12	-14	0	28	5
COc1ccccc1N1CCN(C(=O)c2c(-c3c(Cl)cccc3Cl)noc2C)CC1	-1	-3	-1	-0.2	6	1	-27	2	26	21
O=C(N/C=C/c1ccccc1)Nc1ccc(Cl)cc1	0	4	-3	0.5	-13	0	-145	-3	-20	-2
Fc1ccc(CNCc2ccccc2Cl)cc1	-1	-1	4	0.6	-6	-53*	-22	0	24	-61
O=C(CCN1C(=O)c2ccccc2C1=O)Nc1sc2c(c1C(=O)NCc1ccco1)CCCC2	-1	7	2	-0.2	21	9	-8	1	20	18
CC1=C(/C=C/C(C)=C/C=C/C(C)=C/C=C/C=C(C)/C=C/C=C(C)/C=C/C2=C(C)CCCC2(C)C)C(C)(C)CCC1	-1	.	.	-0.5	-28	27	.	1	5	54*
Cc1nnc(SCC(=O)N(CC(C)C)c2c(N)n(Cc3ccccc3)c(=O)[nH]c2=O)n1N	-2	.	.	-0.1	-1	4	.	5	34	-4
O=C1NC2(CCCCC2)Oc2ccccc21	-1	-6	-1	-0.5	-19	5	-20	0	11	17
CCOC(=O)CN(C#N)c1nc(N(C)C)nc(N(C)C)n1	-1	-2	0	0.7	22	11	-10	-2	18	9
O=C(Cn1nnc2c(cnn2-c2ccc(F)cc2)c1=O)c1ccccc1F	-1	2	0	.	.	.	-3	.	.	.
N#C/C(=C/c1ccccc1OCc1ccc(F)cc1)c1ccc(C(=O)O)cc1	7	-7	-6	-2.2	13	14	-20	4	26	-2
CCN1CCN(C(=O)c2cc3cc([N+](=O)[O-])ccc3oc2=O)CC1	-5	4	-4	-0.5	10	-6	-11	2	11	-16
COc1ccc(N2CCN(C(=O)c3ccc(Cn4nc(C)c([N+](=O)[O-])c4C)o3)CC2)cc1	.	3	1	1.4	26	13	0	0	-1	-2
COC(=O)C1=C(C)N(Cc2ccco2)C(=O)/C1=C\c1ccc([N+](=O)[O-])cc1	1	-3	-4	-1.1	-22	9	-6	0	5	37
COc1cc(O)c2c(=O)cc(-c3ccccc3)oc2c1	4	-3	-6	2.0	-145	17	-53	-1	19	25
COc1ccc(C(=O)NNC(=O)COc2ccc(Cl)cc2)c(OC)c1	1	-10	-1	-0.7	5	-3	-32	0	-4	15
COc1cc(C(=O)Nc2ccc(-c3nnc(-c4ccco4)o3)cc2)cc(OC)c1OC	0	4	10	-0.6	-12	8	-18	1	18	13
Cc1nnc(NC(=O)CC(NC(=O)C(F)(F)F)c2ccccc2)s1 (stereo unspecified)	-1	-5	-1	0.0	-15	-2	-35	1	23	-1
COc1ccc(NC(=S)NC(NC(=O)c2ccccc2Cl)C(Cl)(Cl)Cl)c([N+](=O)[O-])c1 (stereo unspecified)	1	-7	-5	0.1	-21	20	-26	0	6	28
O=C(Cn1cnc([N+](=O)[O-])n1)c1ccccc1	-1	3	-2	-0.4	3	4	-28	1	11	22

New compounds follow.
SMILES	GSK3 alpha inh	IEC-6 cytotox	HSP90 refold inh	HIF activator	aSyn 5UTR inh	HSF1 inh	KLF5 inhibitor	GSK3beta inhib	AI-2 QS mod	HSF1 activator
CCOc1ccc(CNC(=O)c2ccc(Sc3ccc(C)cc3)c(NC(C)=O)c2)cc1OC	0	-2	-1	0.5	23	1	10	-1	21	22
O=C(/C=C/c1ccc2c(c1)OCO2)N1CCOCC1	4	0	-4	1.5	-44	8	-52	0	16	-11
CCCC(=O)NC(c1ccc(N(C)C)cc1)c1c(O)ccc2ccccc12 (stereo unspecified)	.	-8	-2	.	-2	5	2	0	4	15
O=S(=O)(c1ccc(Br)cc1)N1CCN(Cc2ccco2)CC1	0	-8	-1	0.3	3	-1	-16	3	20	-20
Cc1ccc(CC(=O)N2CCN(c3ccc([N+](=O)[O-])cc3)CC2)cc1	-1	2	5	2.8	10	-2	3	2	-4	14
CCOCc1c(C(=O)NC2CCCCCC2)oc2ccccc12	-1	-6	-2	-0.6	5	-10	1	1	10	5
O=C(Cc1ccccc1)N/N=C/c1ccc(-c2ccc([N+](=O)[O-])cc2)o1	1	2	1	0.4	30	4	-27	-18	11	25
